Bioassay records: PubChem BioAssay, several laboratories
hcDAF-12 act – activators of H. contortus DAF-12 nuclear receptor | 1.4% of 370,000 active | AID 652067 | HEK293 hcDAF-12 lit1-tk-luc reporter, luminescence; 0% DMSO, 100% Δ7-dafachronic acid | activation, % at 6.8 µM;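 active = activation above the mean of all tested compounds plus 3 SD, cut at about 5.5% in these data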;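 note: 100% = response to 3 µM Δ7-dafachronic acid high control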
GAA850 FXN act – increases GAA850 frataxin promoter reporter activity; HEK293 lucGAA850 FXN promoter luciferase reporter, 24 h; percent of 10 µM SAHA response; activation, % at 6 µM; 0.56% of 360,000 active; AID 540364;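 active = activation above the average of all compounds screened plus 3 SD, cutoff fixed separately per campaign, cut at about 7.5% in these data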;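 note: 0% = DMSO wells and 100% = 10 µM SAHA wells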
hgDAF-12 ag – agonists of H. glycines DAF-12 nuclear receptor; HEK293 GAL4-hgDAF12 UAS-luciferase reporter, agonist luminescence; normalized to butyrate control; activation, % at 6.8 µM; 1.8% of 370,000 active;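 active = activation above a cutoff set at the mean of all screened compounds plus 3 SD, cut at about 10% in these data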;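 note: 0% = DMSO wells and 100% = sodium butyrate wells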
NPR1 activator – GC-A (human) enzyme activation; P16066; HEK293 GC-A cells, cGMP TR-FRET, EC30 ANP; 0% at EC30 ANP, 100% saturating ANP; activation, % at 10 µM; 0.14% of 370,000 active; AID 1671463; in the data active = activation above about 40%
proKLK7 act – proKLK7 (human) activation, primary screen. P49862. purified proKLK7, EDANS-DABCYL substrate fluorescence; 100% is mature enzyme control, 0% vehicle. activation, % at 7 µM. 0.9% of 370,000 active. AID 652039;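 active = activation above the mean of all tested compounds plus 3 SD, computed per campaign excluding outliers beyond control limits, cut at about 13% in these data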
DAX1 inh-1 – blocks DAX1 repression of SF-1 activated StAR promoter; inhibition, % at 6.8 µM; 1.1% of 370,000 active; AID 652010; HEK293T StAR-luciferase reporter, SF-1/DAX-1 repression relief;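 active = inhibition above the mean over all tested compounds plus 3 SD, cut at about 3.6% in these data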;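 note: 0% = DAX-1 cells with DMSO and 100% = cells lacking DAX-1 with DMSO; higher inhibition means more luminescence from relief of DAX-1 repression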
DAX1 inh-2 – NR0B1 (DAX1) inhibition | inhibition, % at 6.75 µM | HEK293 Gal4-DAX1 luciferase reporter, luminescence | AID 504766 | 0.99% of 340,000 active;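 active = inhibition above the mean over all tested compounds plus 3 SD, cut at about 4.2% in these data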;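 note: 0% = DAX1-transfected cells with DMSO and 100% = empty-vector control cells with DMSO; inhibition shows as a rise in luminescence from relieved DAX1 repression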
ssDAF-12 act – activates DAF-12 receptor from parasite S. stercoralis. HEK293 ssDAF-12/GRIP1 lit1-tk-luc reporter, luminescence; % of 3 µM dafachronic acid response. activation, % at 6.8 µM. 1% of 370,000 active. AID 652126;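 active = activation above the mean over all tested compounds plus 3 SD, cut at about 0.9% in these data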;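 note: 0% = DMSO-only wells and 100% = 3 µM delta7-dafachronic acid wells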
HGIII-sPLA2 inh – Blocks human group III sPLA2 activity | Q9NZ20 | QFRET BODIPY PC-A2 liposome hydrolysis, fluorescence | inhibition, % at 12.2 µM | 0.56% of 370,000 active;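 active = inhibition above mean plus 3 SD of compounds lying within the high and low control bounds, cut at about 19% in these data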;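 note: 0% = median of test compound wells and 100% = no enzyme DMSO wells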
SMARCA2 act – SMARCA2 function activation, primary screen | MG213 cells, MMTV-luciferase reporter, dexamethasone, overnight | activation, % at 9.1 µM | 1% of 370,000 active | AID 652017; in the data active = activation above about 7.8%;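 note: 0% = vehicle wells and 100% = reference activator wells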
NPR2 activator – GC-B (human) receptor activation; P20594; HEK293-GC-B cells, CNP EC30, cGMP TR-FRET; 0% at EC30 CNP, 100% saturating CNP; activation, % at 10 µM; 0.11% of 370,000 active; AID 1920062;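 active = activation at 10 µM reaching about 35% in either raw or pattern-adjusted values, limit read from the data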
Target sequence (P20594 whole entry, looked up): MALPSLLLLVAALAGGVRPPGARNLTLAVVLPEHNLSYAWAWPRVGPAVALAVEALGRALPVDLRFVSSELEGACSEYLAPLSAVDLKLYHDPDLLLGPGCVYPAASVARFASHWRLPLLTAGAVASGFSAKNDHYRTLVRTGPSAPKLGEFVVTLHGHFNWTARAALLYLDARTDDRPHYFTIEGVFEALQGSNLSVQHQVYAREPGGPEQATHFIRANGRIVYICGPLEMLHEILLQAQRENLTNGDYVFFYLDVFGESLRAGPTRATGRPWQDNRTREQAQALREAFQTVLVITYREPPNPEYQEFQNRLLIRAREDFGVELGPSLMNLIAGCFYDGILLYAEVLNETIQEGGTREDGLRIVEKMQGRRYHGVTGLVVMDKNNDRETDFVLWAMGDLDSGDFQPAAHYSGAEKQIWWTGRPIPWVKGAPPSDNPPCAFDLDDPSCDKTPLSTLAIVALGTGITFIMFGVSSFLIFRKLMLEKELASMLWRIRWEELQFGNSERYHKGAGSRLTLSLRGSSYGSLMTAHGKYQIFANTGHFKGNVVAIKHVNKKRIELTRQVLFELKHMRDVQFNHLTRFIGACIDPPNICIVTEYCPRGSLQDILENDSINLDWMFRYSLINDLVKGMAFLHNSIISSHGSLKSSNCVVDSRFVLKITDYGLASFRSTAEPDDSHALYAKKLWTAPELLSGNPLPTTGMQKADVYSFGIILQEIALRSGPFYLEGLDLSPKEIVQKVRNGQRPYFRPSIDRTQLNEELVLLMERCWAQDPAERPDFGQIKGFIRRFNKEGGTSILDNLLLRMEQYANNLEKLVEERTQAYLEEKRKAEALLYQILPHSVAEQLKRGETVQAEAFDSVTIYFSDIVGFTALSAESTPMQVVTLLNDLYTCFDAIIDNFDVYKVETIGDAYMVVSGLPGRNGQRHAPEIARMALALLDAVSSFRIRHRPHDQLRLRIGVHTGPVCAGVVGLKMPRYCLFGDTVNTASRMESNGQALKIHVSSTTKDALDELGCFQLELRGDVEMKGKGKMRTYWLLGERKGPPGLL
Active calls of the source: *; x = no result given. Random draw from the library; overall some 6.7% were active at least once.

structure | hcDAF-12 act | GAA850 FXN act | hgDAF-12 ag | NPR1 activator | proKLK7 act | DAX1 inh-1 | DAX1 inh-2 | ssDAF-12 act | HGIII-sPLA2 inh | SMARCA2 act | NPR2 activator
Cc1ccc(-c2nc(C(=O)O)cs2)cc1 | 1.3 | -0.1 | -1.5 | 0 | 0.1 | -0.5 | -0.2 | -1.9 | 1 | 0 | -2
COC(=O)C1(C(=O)OC)C/C=C\CN(S(=O)(=O)c2ccccc2[N+](=O)[O-])CC1 | -1.0 | x | -1.7 | 2 | -0.4 | -0.4 | x | -0.8 | -2 | 3 | 3
Cc1ccc(Nc2nnc(SCC(=O)Nc3ccccc3[N+](=O)[O-])s2)cc1 | -1.4 | 1.1 | -1.1 | -11 | -0.2 | -0.9 | -1.7 | -0.6 | -17 | -1 | -7
CCOC(=O)c1nnc(-c2cccs2)nc1Oc1ccccc1C(=O)OC | 1.5 | 2.2 | -0.2 | 13 | -0.1 | 0.6 | 0.0 | -0.9 | 11 | -3 | 1
Cc1ccc(-n2nc3c(c2NC(=O)c2ccc4c(c2)OCO4)CS(=O)(=O)C3)cc1 | 0.1 | -0.6 | 0.1 | -1 | -0.5 | -1.8 | 0.3 | -1.1 | -8 | 0 | 0
O=C(NNC(=S)NC(=O)c1cccs1)c1cccnc1 | 1.6 | -1.6 | -1.2 | 2 | 0.0 | -0.3 | 2.2 | -1.4 | 2 | -2 | 3
Cc1ccccc1CSc1nc2ccccc2c(=O)[nH]1 | -2.6 | 5.6 | -2.2 | 0 | -0.4 | -0.3 | -1.4 | -1.6 | 4 | -1 | -2
CC(NC(=O)C12CC3CC(CC(O)(C3)C1)C2)c1ccccc1 (stereo not given) | -1.0 | 0.0 | -1.7 | 4 | -0.6 | 0.2 | 5.7* | -1.3 | 0 | 0 | 1
COCCn1c(SCC(=O)Nc2cccnc2Cl)nc2ccccc21 | 0.2 | 1.7 | -1.7 | 2 | -0.1 | 0.5 | -0.3 | -0.8 | -7 | -2 | 6
Cc1ccc(NC(=O)C2Cc3ccccc3CN2C(=O)c2ccccc2)cc1Cl (stereo not given) | 0.8 | -0.8 | 1.4 | 1 | 0.1 | 0.1 | -0.8 | -1.2 | -11 | 2 | 1
Cn1nc(-c2ccccc2)c(CSc2ccccc2Cl)c1Cl | 0.5 | -3.5 | 0.3 | 2 | -0.1 | -1.5 | 1.0 | -1.8 | -8 | 1 | -6
COc1ccc(C(Nc2ccc(S(=O)(=O)NCC3CCCO3)cc2)C(=O)NC(C)(C)C)cc1OC (stereo not given) | -0.6 | -1.1 | 0.6 | -1 | -0.2 | 0.9 | 0.7 | -1.6 | -11 | -2 | -2
CC(=O)c1ccc(NC(=S)NCc2ccc(Cl)cc2Cl)cc1 | 0.5 | 0.5 | 1.1 | 4 | 0.4 | -0.8 | 0.4 | -1.8 | -22 | -4 | 6
Cc1ccc(S(=O)(=O)N2CCN(C(=O)c3cc(S(=O)(=O)N4CCOCC4)ccc3Cl)CC2)c(C)c1 | -2.6 | -1.7 | -2.1 | -2 | 1.1 | -3.6 | -0.7 | -1.3 | -7 | -4 | -4
COc1ccc(CCn2c(C)cc3c(c2=O)C(c2ccc4c(c2)OCO4)C(C#N)=C(N)O3)cc1OC (stereo not given) | -1.9 | -1.3 | -3.0 | -4 | 0.0 | -1.0 | -2.2 | -1.6 | -7 | 4 | -1
CC1CCN(C(=O)CCCC(=O)N2CCC(C)CC2)CC1 | -0.2 | 2.0 | 1.6 | 4 | 0.1 | 0.5 | -0.2 | -0.7 | 3 | 0 | 0
O=C(CSc1nc2[nH]ncc2c(=O)[nH]1)Nc1ccc(OC(F)(F)F)cc1 | 1.0 | 1.3 | 1.9 | 2 | -0.1 | 0.3 | 1.0 | 0.2 | -3 | -1 | -11
CCCN(CC(=O)Nc1ccc(C(C)=O)cc1)CC(=O)Nc1ccccc1C | -2.3 | 0.5 | -2.0 | -6 | -0.6 | -2.4 | -0.5 | -1.9 | -15 | 0 | -3
C/C(CC(=O)N(C(C)C)C(C)C)=N\NC(=O)COc1ccc(Cl)cc1Cl | 0.9 | -1.3 | -0.9 | -7 | 1.2 | 0.8 | -1.7 | -0.7 | -7 | -1 | 2
Cc1csc(NC(=O)CSc2ncnc3ccccc23)n1 | 0.2 | -1.9 | -1.3 | 4 | 0.0 | -2.6 | 0.3 | -1.0 | -4 | -4 | 0
Cc1ccccc1Cn1c(=O)c2c(nc3n2CCCN3Cc2ccccc2)n(C)c1=O | -1.2 | 0.5 | -3.1 | -1 | -0.1 | -0.7 | -0.9 | -1.4 | 4 | -1 | 4
COc1ccc(-c2csc(N(CC3CCCO3)C(=O)c3ccccc3)n2)cc1 (stereo not given) | 1.1 | 1.1 | -2.1 | -3 | 0.4 | 0.1 | 0.6 | -1.1 | -3 | 0 | 1
O=C(CSc1nncs1)NCc1ccc2c(c1)OCO2 | -1.1 | 0.6 | 1.5 | 1 | 0.4 | 0.9 | -1.1 | -0.6 | 2 | -2 | 3
CC(C)=NNc1nc2c(c(=O)n(C)c(=O)n2C)n1CCc1ccccc1 | 0.2 | 3.7 | -0.6 | -1 | -0.4 | -0.4 | -1.3 | -0.5 | 0 | -3 | 0
COc1cc(NC(=O)CSc2nc3[nH]ncc3c(=O)n2-c2ccccc2)cc(OC)c1OC | -0.3 | -1.5 | -0.9 | 2 | -1.2 | -1.7 | 0.2 | -0.4 | -9 | -3 | -2

(continued)
structure | hcDAF-12 act | GAA850 FXN act | hgDAF-12 ag | NPR1 activator | proKLK7 act | DAX1 inh-1 | DAX1 inh-2 | ssDAF-12 act | HGIII-sPLA2 inh | SMARCA2 act | NPR2 activator
O=C(CCC(=O)N1CCN(c2ccccn2)CC1)Nc1nnc(C(F)(F)F)s1 | -0.2 | 0.9 | 1.2 | -2 | 0.1 | 0.0 | -0.2 | -0.2 | -1 | 0 | 8
CN1CCC2(CC1)Nc1nc(SCc3ccc(Cl)cc3)nn1C1=C2CN(C)CC1 | -0.4 | 0.3 | 0.3 | 6 | 0.4 | 0.3 | 1.4 | -0.9 | -14 | 2 | 4
Cc1cc(=O)oc2c3c(cc(OCC(=O)NC(Cc4ccc(Cl)cc4)C(=O)O)c12)OC(C)(C)CC3 (stereo not given) | 0.8 | 0.2 | 0.4 | 2 | 13* | 0.2 | 0.3 | -1.1 | -18 | 0 | -1
CO/N=C/CC(=O)c1ccc(OC)cc1 | 4.2 | 0.0 | 4.9 | 1 | -0.2 | 1.4 | 2.7 | 0.2 | -11 | 4 | -6
CN1CCN(C2=Cc3ccccc3Sc3cc(F)ccc32)CC1 | -0.3 | 1.7 | 0.3 | -34 | -0.1 | -0.7 | -0.6 | -0.6 | -4 | -3 | -30
CC1(C)Cc2c(c(=S)nc(-c3ccccc3)n2CCCN2CCOCC2)CO1 | -1.1 | -0.4 | -0.2 | 12 | 0.1 | 0.8 | -0.4 | -1.1 | 4 | 0 | 0
Cc1cccc(C(=O)NCC(=O)NCC2COc3ccccc3O2)c1 (stereo not given) | -1.6 | 2.5 | 0.5 | 4 | 0.2 | 1.3 | 1.0 | -0.8 | -3 | 1 | -5
Cn1cc(CN2CCC(C(=O)NC(c3ccc(F)cc3)c3ccc4ccccc4n3)CC2)c2ccccc21 (stereo not given) | -2.4 | -7.0 | 1.1 | -13 | -0.8 | 0.6 | x | -1.7 | -47 | -2 | -7
Cn1c(N)c(C(=O)COC(=O)C2CCCN2C(=O)c2cccs2)c(=O)n(C)c1=O (stereo not given) | -2.4 | 2.8 | 1.3 | 19 | 0.7 | -0.1 | 1.3 | -1.6 | 3 | -2 | 3
O=C(O)c1cc(-c2ccc(N3CCOCC3)cc2)nn1-c1ccc(F)cc1 | 0.7 | 3.4 | 0.3 | 1 | -0.4 | -0.1 | -0.8 | -0.9 | 0 | -2 | 8
Cn1c(SCC(=O)c2ccc3c(c2)OCCO3)nnc1C(F)(F)F | -0.6 | 0.9 | -0.6 | 2 | 0.6 | -0.4 | 0.2 | -0.8 | -21 | 1 | -7
Cc1ccc(C(C(=O)NC2CCCC2)N(Cc2cccs2)C(=O)CNC(=O)c2cccs2)o1 (stereo not given) | -1.6 | -1.9 | -0.8 | -14 | 0.1 | 0.2 | -1.3 | -1.7 | 3 | -4 | -11
COc1cc(C(C(=O)NCC2CCCO2)N(C(=O)Cn2nnc3ccccc32)c2ccc(OC)c(OC)c2)ccc1O (stereo not given) | -1.3 | 2.2 | -1.2 | 3 | 0.2 | -0.1 | 0.8 | -1.1 | -4 | -1 | 4
O=C(c1cnn2ccccc12)N1CCN(C2CCCCC2)CC1 | -0.5 | 3.4 | 4.0 | -1 | 0.3 | 2.0 | 0.5 | -1.1 | 4 | 0 | -2
CC(=O)[C@@H]1[C@@H]2C(=O)N(Cc3ccccc3)C(=O)[C@@H]2C2c3ccccc3C=CN21 (stereo not given in full) | -0.9 | 1.0 | -1.1 | 0 | 1.3 | 0.5 | 0.9 | -0.6 | -11 | 2 | 4
CC(=O)OCCCNc1cc(Sc2ccc(C)cc2)c2nonc2c1[N+](=O)[O-] | -0.7 | -2.1 | -2.3 | 12 | -0.3 | 0.1 | 1.6 | -1.4 | 2 | -1 | 13
CCOc1ccc(S(=O)(=O)N2CCCC2)c2ccccc12 | -1.4 | 1.8 | 0.3 | 0 | -1.2 | 1.1 | 0.3 | -1.6 | -17 | 0 | 0
Cc1nnc(N/N=C/c2cccc(C(F)(F)F)c2)n1N | -2.4 | -1.7 | -7.9 | 1 | -0.6 | -1.9 | -1.1 | -1.2 | 7 | -9 | -1
CN(NC(=O)c1ccc(Cl)cc1)c1cccc(Cl)n1 | -2.4 | 0.4 | -1.6 | 0 | 0.1 | -0.4 | -1.2 | -1.1 | -1 | -1 | 1
COc1cc([N+](=O)[O-])c(OC)cc1SCc1n[nH]c(=S)n1-c1ccc(C)cc1 | 1.9 | 0.0 | -2.1 | -5 | 0.0 | 0.2 | -0.2 | -0.8 | 19* | 0 | -9

Profiles as entered above. Order of screens: hcDAF-12 act, GAA850 FXN act, hgDAF-12 ag, NPR1 activator, proKLK7 act, DAX1 inh-1, DAX1 inh-2, ssDAF-12 act, HGIII-sPLA2 inh, SMARCA2 act, NPR2 activator
CC1(C)Cc2c(c(=S)nc(-c3ccccc3)n2CCCN2CCOCC2)CO1 is listed with -1.1, -0.4, -0.2, 12, 0.1, 0.8, -0.4, -1.1, 4, 0, 0
Cc1cc(=O)oc2c3c(cc(OCC(=O)NC(Cc4ccc(Cl)cc4)C(=O)O)c12)OC(C)(C)CC3 (stereo not given) is listed with 0.8, 0.2, 0.4, 2, 13*, 0.2, 0.3, -1.1, -18, 0, -1
CN(NC(=O)c1ccc(Cl)cc1)c1cccc(Cl)n1 is listed with -2.4, 0.4, -1.6, 0, 0.1, -0.4, -1.2, -1.1, -1, -1, 1
Cn1c(N)c(C(=O)COC(=O)C2CCCN2C(=O)c2cccs2)c(=O)n(C)c1=O (stereo not given) is listed with -2.4, 2.8, 1.3, 19, 0.7, -0.1, 1.3, -1.6, 3, -2, 3
CO/N=C/CC(=O)c1ccc(OC)cc1 is listed with 4.2, 0.0, 4.9, 1, -0.2, 1.4, 2.7, 0.2, -11, 4, -6
